Insulin prom inh – inhibitors of insulin promoter-driven GFP, primary screen, imaging, TRM-6 cells (human fetal islet line), eGFP reporter, cell count; reporter expression induced with tamoxifen; inhibition, % at 2 µM; actives 0.9% (n = 130,000);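 active = inhibition above the mean plus 3 SD, with well images judged a real hit on visual review, cut at about 60% in these data, passing the limit was not always enough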
SDO1 yeast rescue – growth rescue of sdo1-depleted yeast, primary screen, S. cerevisiae, bone marrow failure model | S. cerevisiae sdo1-depleted JHY4D growth rescue, OD600 30 h; active compounds read high; pdr5 snq2 efflux-pump mutant strain | AID 817, 2007 | actives 0.21% (n = 140,000) | z-score at 10 µM;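 active = z-score above 3 at both the 24 hr and the 30 hr optical density reads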;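 also: z-score against mean and SD of all compound wells on the same plate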
SDO1 yeast rescue Rescue 24 h – second read-out of SDO1 yeast rescue, no call of its own (marks repeat the call); z-score; S. cerevisiae sdo1-depleted JHY4D growth rescue, OD600; measured here: growth rescue at 24 h;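 0 is the plate mean of compound wells and units are plate SD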
The depositor's hits bear a star; · = no result given.

Preview (3 entries):
SMILES	Insulin prom inh	SDO1 yeast rescue	SDO1 yeast rescue Rescue 24 h
COc1cc2ccccc2cc1C(=O)OCC(=O)NC1CCS(=O)(=O)C1 (stereo unspecified)	50	·	·
CC(=O)Nc1cccc(OC(=O)COc2ccc(Br)cc2)c1	0	2.6	1.8
Cc1ccccc1NC(=S)N1CCCC(c2nc3ccccc3[nH]2)C1 (stereo unspecified)	-29	·	·

The list itself, repeating the preview:
SMILES	Insulin prom inh	SDO1 yeast rescue	SDO1 yeast rescue Rescue 24 h
COc1cc2ccccc2cc1C(=O)OCC(=O)NC1CCS(=O)(=O)C1 (stereo unspecified)	50	·	·
CC(=O)Nc1cccc(OC(=O)COc2ccc(Br)cc2)c1	0	2.6	1.8
Cc1ccccc1NC(=S)N1CCCC(c2nc3ccccc3[nH]2)C1 (stereo unspecified)	-29	·	·
CCOC(=O)CN1C(=O)NC2NC(=O)NC21 (stereo unspecified)	-23	1.5	1.1
Cc1csc(=Nc2cccnc2)n1CC1CCCCC1	47	-1.3	-0.65
O=C(OCC(=O)N1CCN(c2ccccc2)CC1)c1cccc(Cl)c1	40	0.75	0.77
Cc1ccc(OCCCC(=O)Nc2ccc(S(N)(=O)=O)cc2)cc1	33	·	·
Cc1cc(NC(=O)CCC(=O)N(CC(=O)NC2CCCC2)c2ccccc2)no1	-113	0.39	0.36
CCOC(=O)c1nn(-c2ccc(C)cc2)cc1C(=O)c1ccccc1	-49	-0.31	0.11
CNC(=S)NNC(=O)c1ccc2c(c1)OCO2	6	·	·
Clc1ccc(-c2cc3ccccc3[nH]2)cc1	-3	-0.99	-0.35
Cc1ccc(-c2ccc(=O)n(CC(=O)NCCCN3CCCCC3)n2)cc1	6	0.74	0.18
CCN1CCN(C(=O)c2cc3sccc3n2CC(=O)c2ccccc2)CC1	-43	1.1	-0.42
CCN(CC)c1ccc([N+](=O)[O-])cc1/C=N/NC(=O)CC#N	-7	0.25	0.6
O=C(NCc1cccc(C(F)(F)F)c1)c1cccc(Cl)c1Cl	54	-0.78	-1.6
O=C(CSc1nccc(-c2ccc(Br)cc2)n1)NCCc1ccccc1	·	-1.2	-0.27
COc1ccc(Cc2nc3ccc(S(=O)(=O)N4CCOCC4)cc3[nH]2)cc1OC	3	-0.35	-0.83
CC1(C)CC(NC(=S)Nc2ccc(S(N)(=O)=O)cc2)CC(C)(C)N1	-17	·	·
CCOC(=O)c1sc(NC(=O)c2ccc(S(=O)(=O)N3CCOCC3)cc2)nc1-c1ccccc1	·	-0.14	0.14
CCCCN(C(=O)NC(=O)Nc1cccc(C)c1C)S(C)(=O)=O	43	-0.56	-0.87
COCCNC(=O)/C=C/c1c(Cl)cccc1Cl	71*	1.5	1
CC(=O)Oc1ccccc1N(C(C)=O)S(=O)(=O)c1ccc2ccccc2c1	33	·	·
COc1ccc(C(=O)N=c2sccn2C)cc1	50	·	·
CCN(CCCNC(=O)C1CCC(=O)N1Cc1ccc(C)cc1)c1cccc(C)c1 (stereo unspecified)	15	-0.12	-0.6
CCOc1ccc(CNC(=O)c2cc3oc4ccccc4c3n2C)cc1	25	-0.85	-0.52
CCn1c(SCC(=O)NCc2ccco2)nc2cccnc21	56	0.34	0.37
Cc1ccc(C(=O)NC(NC(=O)c2ccc(C)cc2)c2cccc([N+](=O)[O-])c2)cc1	·	1.6	2.4
O=C(CSC1=NS(=O)(=O)c2ccccc21)Nc1ccccc1	·	-1.2	-1.7
Cc1ccc(C2c3c(-c4ccccc4O)n[nH]c3C(=O)N2Cc2ccncc2)cc1 (stereo unspecified)	·	0.5	-0.42
CCOC(=O)N1CCN(C(=O)c2c(N)no[n+]2[O-])CC1	23	·	·
COC(=O)c1ccc(N=NN2CCOCC2)cc1	5	0.55	0.37
CN(C)c1nc(OCCOC(=O)c2ccccc2)nc(N(C)C)n1	-7	0.33	0.85
CC(C)n1cc(C(=O)c2cc(Br)ccc2O)cc(C#N)c1=O	67	-0.4	0.38
O=C(/C=C/c1ccc(Cl)cc1)c1cccnc1	45	-2.5	-1.2
Cc1ccc(NC(=S)N2CCN(Cc3ccccc3)CC2)c(C)c1	3	-0.45	-0.29
Cc1cccc(-c2cc3c(nn2)-c2ccccc2C3=O)c1	·	-1.5	-0.57
CCSc1nc(N)c2c3c(sc2n1)CCC3	38	-1.1	-1.1
CCCn1c(/N=C/c2c[nH]c3ccccc23)nc2ccccc21	43	-1.9	-0.99
COc1ccc(C(=O)O/N=C/c2ccc(S(=O)c3ccc(Cl)cc3)nc2)cc1 (stereo unspecified)	-23	-0.98	0.89
CCOC(=O)c1c(N)n(CC(C)NC(=O)C2CC2)c2nc3ccccc3nc12 (stereo unspecified)	19	-0.65	-1.1
O=C(O)c1cccnc1SCC(=O)N1CCCCCC1	0	0.1	-0.73
CC(=O)C1C(=O)C=C(c2ccco2)CC1c1ccccc1 (stereo unspecified)	-4	0.31	0.09
O=C(CSc1nnc(CCCN2C(=O)c3cccc4cccc(c34)C2=O)n1-c1ccccc1)NCCCN1CCOCC1	-144	0.78	0.5
O=C(c1ccc2c(c1)OCO2)N1CCN(C(=O)c2ccco2)CC1	-64	2.5	2
COc1ccc(S(=O)(=O)N2CCN(CCC(=O)Nc3ccccc3F)CC2)cc1	3	-0.3	-0.47
CN1CCN(C(=S)c2ccc(Br)cc2)CC1	·	-0.07	-0.46
CCc1nnc(NC(=O)C2CCCN(c3nc4ccccc4s3)C2)s1 (stereo unspecified)	-72	-0.88	-0.68
COc1ccccc1N1CCN(CCCNC(=O)Nc2ccccc2C)CC1	-61	-0.48	-1.3
CC(=O)N1CCC(N(CCN2CCOCC2)C(=S)Nc2ccccc2C)CC1	-22	2.3	2.2
Cc1cccc(C(=O)Nc2scc(CC(C)C)c2C(=O)O)c1	29	-0.42	-1.7
C(=N\N(c1ccccc1)c1ccccc1)/c1ccc2c(c1)OCO2	14	-1.2	-1.9
COc1ccc(OC)c2c(N3CCN(C)CC3)cc(C(F)(F)F)nc12	·	1.1	1.4
c1ccc(Cc2nnc3sc(-c4ccco4)nn23)cc1	·	-0.32	-0.54
CCCCOC(=O)Nc1nnc(-c2ccccc2OC)s1	·	-0.26	-0.23
CCC(CC)c1nc(C#N)c(NC(C)c2ccccc2)o1 (stereo unspecified)	23	-0.78	-0.64
CC(C(=O)N1CCOCC1)(c1ccccc1)c1ccccc1	-35	0.06	-0.03
Cc1ccc(-n2c3c(c(=O)[nH]c2=O)C(C(F)(F)F)(C(F)(F)F)NC(=O)N3)cc1	11	1	0.64
Fc1ccc(C2=NNC(=NCc3ccccc3)SC2)cc1F	-29	·	·
CCOC(=O)N1CCN(CC(=O)Nc2cc(OCC)ccc2OCC)CC1	-211	-1.1	-1.1
CCn1c2ccccc2c2cc(/C=N/n3c(C)nnc3C)ccc21	·	-1.7	-1.7
Carrying on:
SMILES	Insulin prom inh	SDO1 yeast rescue	SDO1 yeast rescue Rescue 24 h
COC(CNC(=O)CC1C(=O)N(Cc2ccccc2)C(C)c2nc3ccccc3n21)OC (stereo unspecified)	-29	·	·
COc1ccc(-c2ccc(S(=O)(=O)N3CCOCC3)cc2)cc1	·	-0.17	0.15
CCOC(=O)c1c(NC(=O)COC(=O)c2cc(OC)c(OC)cc2[N+](=O)[O-])sc(C)c1CC	·	-0.8	-0.26
CC(NC(=S)NCCCN1CCOCC1)C12CC3CC(CC(C3)C1)C2 (stereo unspecified)	47	·	·
O=C(Nc1cccn(Cc2c(Cl)cccc2Cl)c1=O)c1ccc(Cl)cc1	29	0.38	1.3
COc1ccc2c(C)cc(SCC(=O)Nc3ncc(Cl)cc3Cl)nc2c1	-24	-1	-0.88
CC(C)NC(=O)c1onc(CSc2ccccc2)c1C(=O)O	5	1.1	1.4
NC(=O)C1CCN(C(=O)/C=C/c2cc(Br)ccc2F)CC1	17	·	·
Cc1ccnc(NC(=O)CCC(=O)N(CC(=O)NC2CCCCC2)CC2CCCO2)c1 (stereo unspecified)	·	-0.56	-0.52
CN(CC(=O)NC1CCCCC1)S(=O)(=O)c1ccc(Br)s1	32	-0.59	-0.03
Cc1cc(C)n(-c2cc(N3CCN(C(=O)c4ccccc4C)CC3)ccc2[N+](=O)[O-])n1	-22	·	·
COc1cccc(OCC(O)CO)c1 (stereo unspecified)	·	0.93	0.01
Cc1noc(NS(=O)(=O)c2ccc(NC(=O)CSc3nc4c(cc3C#N)CCC4)cc2)c1C	·	-0.1	-0.7
Fc1ccccc1NC(=S)N1CCN(Cc2ccccc2)CC1	15	1.9	1.6
COCCn1c(SCC(=O)Nc2cc(C)cc(C)c2)nnc1C(C)C	·	-0.04	-0.37
CCc1nc(SCC(=O)N2CC(=O)Nc3ccccc32)c2c(C)c(C)sc2n1	·	-0.49	-1
O=C(N/C=C\c1ccccc1)NCc1ccc(Cl)cc1	41	1.1	1.2
Cc1nn(-c2cc(N(S(C)(=O)=O)S(C)(=O)=O)c(Cl)cc2Cl)c(=O)n1C	58	0.1	0.16
CCOC(=O)c1c(CNCCN(CC)CC)n(C)c2cc(Br)c(OC)cc12	-4	0.53	0.53
CCN1CCN(C(=O)CN2C(=O)c3cccc4cccc2c34)CC1	44	0.56	0.51
Cc1ccc(NS(=O)(=O)c2ccc(Cl)s2)cc1S(=O)(=O)N(C)C	-2	0.49	0.29
CC/C(C)=C1\SC(N2CCOCC2)=NC1=O	-3	-0.22	-0.21
Cc1ccc(S(=O)(=O)N2CCN(S(=O)(=O)N3CCCCC3)CC2)cc1	30	0.18	-0.14
CCCCN(C(=O)NC(=O)Nc1ccccc1OC)S(C)(=O)=O	·	0.51	0.9

In another format: 7 of the compounds above.
molecule | Insulin prom inh | SDO1 yeast rescue | SDO1 yeast rescue Rescue 24 h
Cc1nn(-c2cc(N(S(C)(=O)=O)S(C)(=O)=O)c(Cl)cc2Cl)c(=O)n1C | 58 | 0.1 | 0.16
CCOC(=O)c1c(CNCCN(CC)CC)n(C)c2cc(Br)c(OC)cc12 | -4 | 0.53 | 0.53
CCN1CCN(C(=O)CN2C(=O)c3cccc4cccc2c34)CC1 | 44 | 0.56 | 0.51
Cc1ccc(NS(=O)(=O)c2ccc(Cl)s2)cc1S(=O)(=O)N(C)C | -2 | 0.49 | 0.29
CC/C(C)=C1\SC(N2CCOCC2)=NC1=O | -3 | -0.22 | -0.21
Cc1ccc(S(=O)(=O)N2CCN(S(=O)(=O)N3CCCCC3)CC2)cc1 | 30 | 0.18 | -0.14
CCCCN(C(=O)NC(=O)Nc1ccccc1OC)S(C)(=O)=O | · | 0.51 | 0.9

Three compounds from above, arranged by number of heavy atoms, high to low.
SMILES	Insulin prom inh	SDO1 yeast rescue	SDO1 yeast rescue Rescue 24 h
CCOC(=O)c1c(CNCCN(CC)CC)n(C)c2cc(Br)c(OC)cc12	-4	0.53	0.53
CCN1CCN(C(=O)CN2C(=O)c3cccc4cccc2c34)CC1	44	0.56	0.51
Cc1ccc(NS(=O)(=O)c2ccc(Cl)s2)cc1S(=O)(=O)N(C)C	-2	0.49	0.29

(cont.)
SMILES	Insulin prom inh	SDO1 yeast rescue	SDO1 yeast rescue Rescue 24 h
CCOc1ccc(S(=O)(=O)NCc2ccccn2)cc1	6	0.4	-0.25
CCNC(=O)COc1ccc(Br)cc1Cl	20	0.74	0.26
COc1ccc(NC(=S)Nc2cccc3cnccc23)cc1	0	1.3	1.1
Cc1ccc(NC(=O)Cc2noc3ccccc23)nc1	8	0.99	1.3
Cc1cc(Nc2ccc3c(c2)OCCO3)c2cccc(C)c2n1	0	0.3	0.14
Clc1ccc(C=NC23CN4CN(CN(C4)C2)C3)cc1	·	0.04	-0.92
Cc1cccc(N2C(=O)C(Oc3ccc(Cl)cc3Cl)C2C(=O)O)c1C (stereo unspecified)	-40	-0.67	-0.8
CC(=O)N1CCN=C1SCc1ccccc1Cl	·	0.72	0.46
CC(=O)Nc1ccc2[nH]c(C)c(CC=C(Cl)Cl)c(=O)c2c1	·	0.65	0.82
COc1ccc(OCCn2c(NC(=O)c3ccco3)nc3ccccc32)cc1	-15	-0.69	-0.18
Clc1ccc(CSc2nnc(/C=C/c3ccccc3)o2)cc1	0	-0.31	-0.75
CCOCCCNC(=S)N1C2CCC1CC(NC(=O)NC1CCCCC1)C2 (stereo unspecified)	-46	1.8	3
O=C(c1noc2c1CCCC2)N1CCN(C(c2ccccc2)c2ccccc2)CC1	·	-1.1	-0.59
CC1CC(c2ccccc2)n2nc(NC(=O)c3cccs3)nc2N1 (stereo unspecified)	4	-0.04	0.41
CCN(CC(=O)Nc1ccc2c(c1)OCCO2)C(=O)c1cccc(S(=O)(=O)N2CCOCC2)c1	3	-0.02	-0.75
O=C(CSc1nccc2ccccc12)N1CCN(c2ccccn2)CC1	·	-1.1	-1.2
CCOC(=O)c1nnn(-c2nonc2-n2cccc2)c1C	18	0.27	-0.53
CC(=O)Oc1ccc(N2C(=O)C3C4C=CC(C5CC45)C3C2=O)cc1[N+](=O)[O-] (stereo unspecified)	6	-0.8	-2.2
COc1cccc(C2CC(=O)Nc3cc(OC)c(OC)c(OC)c32)c1OC (stereo unspecified)	13	0.57	0.88
CC(NC(=O)c1ccccc1N)c1ccccc1 (stereo unspecified)	37	·	·
Cc1nc2ccccc2n1/N=C/c1ccc([N+](=O)[O-])s1	-179	-1.2	-0.46
Cc1ccccc1C(=O)Nc1nnc(-c2ccc(C(C)(C)C)cc2)s1	3	0.33	0.51
CC(C)COC(=O)NCC12C=CC(O1)C1C(=O)N(c3ccc(Cl)cc3)C(=O)C12 (stereo unspecified)	-16	-1.5	-1.4
Cn1c(NC(=O)C[n+]2cc(-c3ccc(F)cc3)n3c2CCC3)cc(=O)n(C)c1=O	-23	1.1	1.3
CCOc1ccc2nc3c(cc2c1)CN(CCOC)C(=NC)S3	0	0.33	0.24
CCCOc1ccc([N+](=O)[O-])cc1C1NC(=S)NC(c2ccccc2)=C1C(=O)OCC (stereo unspecified)	0	-0.32	0.35

A portion of the library (hit frequency here may not be typical).
